# IDE inh – cellular human IDE inhibition | HEK cells, FAbetaB cleavage, fluorescence polarization | inhibition, % at 5.59 µM | actives 0.41% (n = 320,000) | AID 434962;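 active = percent inhibition above the average of all tested compounds plus 3 SD, set per screening campaign, cut at about 16% in these data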;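 note: IDE supplied by intact live HEK cells; FP after avidin binding of uncleaved biotin substrate so inhibition keeps polarization high; 0% = DMSO wells and 100% = 60 µM reference IDE inhibitor Ii1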
# Target sequence (P14735 whole entry, looked up): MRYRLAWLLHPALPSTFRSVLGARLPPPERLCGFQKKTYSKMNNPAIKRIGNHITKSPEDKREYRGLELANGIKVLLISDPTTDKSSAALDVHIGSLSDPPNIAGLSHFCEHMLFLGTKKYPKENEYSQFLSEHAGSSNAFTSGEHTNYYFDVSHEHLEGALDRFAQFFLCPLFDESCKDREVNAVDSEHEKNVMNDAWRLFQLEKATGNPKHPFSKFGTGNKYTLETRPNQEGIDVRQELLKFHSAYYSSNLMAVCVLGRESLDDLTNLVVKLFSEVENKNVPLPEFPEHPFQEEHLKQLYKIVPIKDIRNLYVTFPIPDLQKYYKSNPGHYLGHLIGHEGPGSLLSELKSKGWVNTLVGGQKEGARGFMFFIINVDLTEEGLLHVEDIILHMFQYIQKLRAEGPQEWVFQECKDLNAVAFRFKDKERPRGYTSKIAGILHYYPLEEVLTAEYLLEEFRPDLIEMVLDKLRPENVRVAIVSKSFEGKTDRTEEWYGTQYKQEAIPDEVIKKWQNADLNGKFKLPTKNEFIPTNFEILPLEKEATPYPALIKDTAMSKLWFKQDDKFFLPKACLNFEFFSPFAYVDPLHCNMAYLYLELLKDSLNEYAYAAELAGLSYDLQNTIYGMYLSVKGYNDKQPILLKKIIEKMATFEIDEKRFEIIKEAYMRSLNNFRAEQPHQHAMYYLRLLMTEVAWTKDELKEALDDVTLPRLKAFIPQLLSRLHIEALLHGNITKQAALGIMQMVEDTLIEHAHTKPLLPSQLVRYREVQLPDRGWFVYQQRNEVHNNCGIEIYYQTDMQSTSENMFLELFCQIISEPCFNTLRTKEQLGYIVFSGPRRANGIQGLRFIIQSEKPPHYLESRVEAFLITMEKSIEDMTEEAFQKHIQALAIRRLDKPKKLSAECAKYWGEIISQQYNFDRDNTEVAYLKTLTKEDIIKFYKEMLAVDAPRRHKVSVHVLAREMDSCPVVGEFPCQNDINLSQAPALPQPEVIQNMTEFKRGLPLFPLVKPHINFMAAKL
# CHRM5 PAM – potentiates acetylcholine response at human M5 receptor; P08912; CHO-K1 hM5, Fluo-8 calcium, ACh EC20 PAM; 0% = ACh EC20, 100% = ACh EC100; activation, % at 3 µM; actives 0.3% (n = 360,000);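 active = activation above the run cutoff, the mean activation of all test compounds plus 3 SD, cut at about 18% in these data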
#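 Assay system: CHO-K1 hM5 cells. Also added: acetylcholine at EC20 concentration, added after compound. Dosing: 3 µM, single dose. Times: compound preincubation 140 s before EC20 acetylcholine addition. Signal: Fluo-8 calcium fluorescence. Measure: % activation relative to EC20 and EC100 ACh responses. Repeats: singlicate, one well per test compound.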
# CHRM5 agonist – agonists of human muscarinic M5 receptor (CHRM5). P08912. activation, % at 3 µM. CHO-K1 hM5 cells, Fluo-8 calcium fluorescence; 0% DMSO wells, 100% maximal acetylcholine response. AID 624037. actives 0.19% (n = 360,000);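 active = activation above the run's mean over test compounds plus 3 SD, cut at about 23% in these data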;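 note: signal is peak over basal fluorescence ratio across the kinetic read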
# CRFBP-R2 agonist – CRF-BP/CRF-R2 complex agonism; AID 588473; activation, % at 13.2 µM; actives 0.46% (n = 350,000); HEK293 CRF-R2/CRF-BP, calcium dye fluorescence (FLIPR); percent of saturating CRF peptide response;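 active = activation of at least 50%, plus an integration ratio under a set limit after plate pattern correction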;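 note: plate controls were neutral control wells without compound for no effect and CRF at EC100 for full effect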
# M4 antag – antagonists of human muscarinic M4 receptor (CHRM4). actives 0.73% (n = 360,000). inhibition, % at 3 µM. CHO-hM4 cells, ACh EC80, Fluo-8 calcium fluorescence. P08173;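 active = inhibition above its plate's cutoff, the mean inhibition of sample wells plus 3 SD, cut at about 27% in these data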;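 note: 0% = acetylcholine EC80 with DMSO and 100% = DMSO without agonist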
# CHRM4 agonist – CHRM4 agonism in calcium assay; actives 0.14% (n = 360,000); activation, % at 3 µM; P08173; CHO-K1 hM4/Gqi5, Fluo-8 calcium fluorescence; vehicle 0%, full acetylcholine response 100%;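 active = activation above the run mean over all test wells plus 3 SD, cut at about 32% in these data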;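 note: peak over basal fluorescence ratio per well then scaled between controls; 0% = DMSO wells and 100% = acetylcholine at EC100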
# M5 antag – blocks acetylcholine activation of human M5 receptor. AID 624040. actives 0.59% (n = 360,000). inhibition, % at 3 µM. CHO-hM5 cells, Fluo-8 calcium fluorescence, ACh EC80. P08912;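 active = inhibition above a per-plate cutoff, the mean of that plate's test compounds plus 3 SD, cut at about 27% in these data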;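 note: 0% = acetylcholine EC80 with DMSO and 100% = DMSO without agonist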
# M4 PAM – CHRM4 positive allosteric modulation. activation, % at 3 µM. AID 624126. actives 0.4% (n = 360,000). CHO-K1 hM4/Gqi5, Fluo-8 calcium fluorescence, ACh EC20; 0% = ACh EC20, 100% = maximal ACh. P08173;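 active = activation above its plate's cutoff, the mean activation of sample wells plus 3 SD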; note: some results filed as inactive read as strong as hits
# CRFBP-R2 block – blocks CRF-induced signaling of the CRF-BP/CRF-R2 complex; actives 0.59% (n = 350,000); HEK293 CRF-R2/CRF-BP, CRF-induced calcium fluorescence; inhibition, % at 11.8 µM;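 active = inhibition of the ligand-induced calcium signal above about 50% at the single tested concentration, limit read from the data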
# * = called active by the depositor; nt = not tested or not shown. The order is random, and some 2.9% of all compounds hit somewhere here.
No.	IDE inh	CHRM5 PAM	CHRM5 agonist	CRFBP-R2 agonist	M4 antag	CHRM4 agonist	M5 antag	M4 PAM	CRFBP-R2 block	Structure
1	4	-9	-5	-1.1	-7	2	14	9	0	CC(NC(=O)COC(=O)CNC(=O)c1ccc(-c2ccccc2)cc1)c1ccccc1 (stereo not given)
2	5	-6	4	-1.6	17	9	3	5	15	COC(=O)c1cccc(OCC(O)Cn2cnc3cc(C)c(C)cc32)c1 (stereo not given)
3	-5	-25	6	3.3	2	23	12	-12	4	O=C(COC(=O)c1ccc(O)cc1)Nc1cc(S(=O)(=O)N2CCOCC2)ccc1Cl
4	-1	-2	3	-0.9	7	1	0	-13	-23	COc1cccc(CNC(=O)CCC2CCCN(C(=O)c3cccc4c(C)c(C)[nH]c34)C2)c1 (stereo not given)
5	-7	-2	-4	-0.5	1	1	5	1	5	O=C(NC1CC1)C(Cc1ccccc1)NS(=O)(=O)c1ccccc1F (stereo not given)
6	0	-6	0	0.1	0	7	18	-5	-14	CC(C)Oc1ccc(/C=N/NC(=O)c2nnn(-c3nonc3N)c2CN(C)c2ccccc2)cc1
7	5	6	2	-2.4	9	0	1	-5	0	O=C(N1CCOCC1)N1CCN(S(=O)(=O)c2ccc(F)cc2)CC1
8	8	-5	-1	-0.6	2	1	3	0	3	O=c1[nH]c2ccc(NS(=O)(=O)c3ccc(Cl)cc3)cc2[nH]1
9	-1	3	-3	-4.0	10	1	0	8	7	Cc1ccccc1NC(=S)Nc1cccc2cnccc12
10	2	0	1	-2.0	-37	1	-5	8	4	Cn1c(=O)oc2cc(S(=O)(=O)N3CCC(C(=O)NCc4ccccc4)CC3)ccc21
11	0	0	-5	1.0	-1	3	12	2	2	Cc1cccc(NC(=O)c2ccccc2NC(=O)c2ccco2)c1
12	3	-3	-4	0.5	-1	6	4	4	1	O=C(CSC(=S)N1CCCC1)N1CCN(S(=O)(=O)c2cccc(F)c2)CC1
13	8	10	-5	0.0	-4	1	0	8	-3	Cc1c(C(=O)NCC(c2ccco2)N(C)C)oc2c(Cl)cccc12 (stereo not given)
14	-1	-16	0	18	-4	11	1	-11	3	Cc1ccc(CC(=O)Nc2ncc([N+](=O)[O-])s2)cc1
15	-4	-11	-7	-1.9	-2	-1	3	10	10	Cc1ccc(NC(=O)/C=C/c2cccc(C(F)(F)F)c2)cc1
16	nt	-12	-2	nt	3	2	5	-1	nt	CCCCNc1c(-c2cccnc2)nc2nc(C)cc(C)n12
17	nt	6	-1	-1.0	7	0	7	-2	-21	O=c1c(Cl)c(Cl)cnn1Cc1nnc(-c2ccc(Cl)cc2)o1
18	0	7	-1	1.8	-9	1	4	9	-10	CCC1(c2ccccc2)NC(=O)N(CC(=O)Nc2cccc(S(=O)(=O)N3CCCC3)c2)C1=O (stereo not given)
19	1	5	2	-0.6	10	0	-6	-1	16	CCOC(=O)c1cc(-c2ccccc2)n(CCC(=O)O)c1C
20	8	-8	-1	-1.4	-4	3	11	5	-17	O=C(CCC(=O)Nc1ccc(F)cc1)N/N=C/c1cccc(Br)c1
21	1	-9	-2	-1.4	13	4	18	-12	-12	Clc1ccc(OCCn2cnc3ccccc32)c(Cl)c1
22	-1	4	2	-1.3	7	0	-1	-3	-3	COc1ccccc1C(=O)NCCC(=O)NCc1cccs1
23	nt	-1	1	nt	-9	7	-3	-2	nt	Cc1c(C(=O)NCc2ccc(Cl)c(Cl)c2)sc(=O)n1Cc1cccc(F)c1
24	2	-6	-2	2.0	-2	3	13	8	6	CCCCC#Cc1ccc(C(=O)NNC(=O)Nc2cc(Cl)cc(Cl)c2)o1
25	4	3	3	-0.2	1	3	-8	2	4	O=C(Nc1nnc(CCOCCOCCc2nnc(NC(=O)c3ccco3)s2)s1)c1ccco1
26	5	-3	-5	-0.2	3	1	2	5	1	CCOC(=O)c1sc2nc(N3CCOCC3)c3c(c2c1N)CC(C)(C)N(C)C3
27	1	-3	1	-1.0	-6	1	1	-1	0	O=c1c(OC2OC(CO)C(O)C(O)C2OC2OC(CO)C(O)C(O)C2O)c(-c2ccc(O)cc2)oc2cc(O)cc(O)c12 (stereo not given)
28	4	-3	-3	1.9	8	1	-6	23	-33	Cc1ccc2c(c1)N(C(=O)CCC(=O)O)CCO2
29	-7	-4	1	2.6	-8	2	-5	5	4	Cc1ccc(NS(=O)(=O)c2cc(C(N)=O)ccc2C)cc1
30	4	3	0	2.9	-4	2	-5	4	13	N#CCc1cnc2ccccc2n1
31	nt	-6	-2	nt	-10	13	-9	-2	nt	O=C(c1[nH]c(C(F)(F)F)nc1-c1ccccc1)N1CCC(Cc2ccccc2)CC1
32	nt	-4	-2	1.1	-10	2	2	8	-23	CCN(CC(=O)NC(C)(C)C)C(=O)c1cccc(S(=O)(=O)N2CC3(C)CC2CC(C)(C)C3)c1 (stereo not given)
33	8	8	-7	0.7	-5	1	2	10	-30	Cc1ccc2c(C)c(C(=O)N(Cc3cccs3)C3CCS(=O)(=O)C3)oc2c1 (stereo not given)
34	-5	-7	-2	-1.1	-8	5	10	8	-5	COc1ccc(C)cc1S(=O)(=O)N1CCN(C/C=C/c2ccccc2)CC1
35	2	-2	-4	-0.2	-4	0	3	-2	8	CCCNC(=O)c1oc2ccc3c(c2c1C)C=CC(C)(C)O3
36	1	-2	-7	1.5	6	2	-3	-10	-8	Cc1ccc(-c2nc(CS(=O)(=O)CC(=O)NCCCN(Cc3ccccc3)C(C)C)c(C)o2)cc1
37	-3	-18	4	0.1	31*	12	19	-12	4	Cc1cc(C(=O)CSc2nc3ccc(Cl)cc3[nH]2)c(C)n1CC1CCCO1 (stereo not given)
38	6	-3	-1	0.8	5	1	7	-3	-3	Cc1cccc(N2C(=O)CC(Sc3ncn[nH]3)C2=O)c1 (stereo not given)
39	-1	-3	-1	-0.6	-7	2	1	-4	2	Cc1ccccc1N1C(=O)C2C3CC(=O)C(c4ccccc43)C2C1=O (stereo not given)
40	5	-1	2	0.6	4	0	3	-5	-10	Cc1nnc(NC(=O)CCCOc2ccccc2)s1
41	-4	-7	1	1.0	-2	0	8	8	6	O=C(Oc1ccc2c(c1)OCO2)c1ccncc1
42	5	-2	0	-0.7	-1	1	-7	-3	11	O=C(c1ccc(Cl)cc1)C1CCN(C(=O)C2CC2)CC1
43	7	-2	2	2.5	-11	9	6	-4	-14	COc1cc(NC(=O)c2cc(-c3ccccc3)on2)cc(OC)c1OC
44	1	-4	-8	0.6	0	1	4	-3	-18	Cc1sc2ncn(C(C)C(=O)OC3CCCCC3)c(=O)c2c1C (stereo not given)
45	6	4	-6	1.2	5	0	-5	2	0	CC(/C=N\NC(=O)Cn1cncn1)=C/c1ccc(C(C)C)cc1
46	-5	1	3	1.0	-2	2	6	9	-1	COc1cccc(NC(=O)COC(=O)CCS(=O)(=O)c2ccc(C)cc2)c1
47	1	-3	2	-0.6	-10	2	-3	9	-7	O=C(O)COc1ccc(C(=O)Cc2ccc3c(c2)OCCCO3)c(O)c1
48	-3	7	-3	-1.5	-1	1	4	20	13	Cc1ccc(C2=NN(C(=O)CCC(=O)O)C(c3cccs3)C2)cc1 (stereo not given)
49	nt	1	2	-1.9	7	1	-5	-2	-3	CCOc1cc(C(=O)Nc2ccc(C(=O)NCCN(CC)CC)cc2)ccc1OCC(=O)N1CCOCC1
50	nt	2	-1	nt	-4	0	7	1	nt	FC(F)(F)c1ccccc1Cc1c(-c2cccc(Br)c2)nc2c3ccccc3ccn12

# Structures from the list above containing bromine (2):
No.	IDE inh	CHRM5 PAM	CHRM5 agonist	CRFBP-R2 agonist	M4 antag	CHRM4 agonist	M5 antag	M4 PAM	CRFBP-R2 block	Structure
20	8	-8	-1	-1.4	-4	3	11	5	-17	O=C(CCC(=O)Nc1ccc(F)cc1)N/N=C/c1cccc(Br)c1
50	nt	2	-1	nt	-4	0	7	1	nt	FC(F)(F)c1ccccc1Cc1c(-c2cccc(Br)c2)nc2c3ccccc3ccn12

# Entries listed so far with two or more sulfur atoms (3):
No.	IDE inh	CHRM5 PAM	CHRM5 agonist	CRFBP-R2 agonist	M4 antag	CHRM4 agonist	M5 antag	M4 PAM	CRFBP-R2 block	Structure
12	3	-3	-4	0.5	-1	6	4	4	1	O=C(CSC(=S)N1CCCC1)N1CCN(S(=O)(=O)c2cccc(F)c2)CC1
25	4	3	3	-0.2	1	3	-8	2	4	O=C(Nc1nnc(CCOCCOCCc2nnc(NC(=O)c3ccco3)s2)s1)c1ccco1
33	8	8	-7	0.7	-5	1	2	10	-30	Cc1ccc2c(C)c(C(=O)N(Cc3cccs3)C3CCS(=O)(=O)C3)oc2c1 (stereo not given)

# Values by screen from above:
# CRFBP-R2 block, compounds 9–12: 7, 4, 2, 1

# The listing picks up, repeating the 5 entries before the break.
No.	IDE inh	CHRM5 PAM	CHRM5 agonist	CRFBP-R2 agonist	M4 antag	CHRM4 agonist	M5 antag	M4 PAM	CRFBP-R2 block	Structure
46	-5	1	3	1.0	-2	2	6	9	-1	COc1cccc(NC(=O)COC(=O)CCS(=O)(=O)c2ccc(C)cc2)c1
47	1	-3	2	-0.6	-10	2	-3	9	-7	O=C(O)COc1ccc(C(=O)Cc2ccc3c(c2)OCCCO3)c(O)c1
48	-3	7	-3	-1.5	-1	1	4	20	13	Cc1ccc(C2=NN(C(=O)CCC(=O)O)C(c3cccs3)C2)cc1 (stereo not given)
49	nt	1	2	-1.9	7	1	-5	-2	-3	CCOc1cc(C(=O)Nc2ccc(C(=O)NCCN(CC)CC)cc2)ccc1OCC(=O)N1CCOCC1
50	nt	2	-1	nt	-4	0	7	1	nt	FC(F)(F)c1ccccc1Cc1c(-c2cccc(Br)c2)nc2c3ccccc3ccn12
51	3	-6	-1	3.7	0	12	12	-6	-16	CCN(c1ccccc1)S(=O)(=O)c1c[nH]c2ccc([N+](=O)[O-])cc12
52	-5	2	0	2.3	2	0	14	-3	83*	COc1ccc(Cc2nnc(NC(=O)Nc3ccc(C)cc3)s2)cc1OC
53	-1	5	-1	-4.3	-8	1	1	1	22	COc1ccc(-c2nc3ccc(C(=O)NCC(OC)OC)cc3nc2-c2ccc(OC)cc2)cc1
54	2	-5	0	1.0	0	1	10	2	-2	CN(CC(=O)N1CCOCC1)C(=O)CSc1nc2ccccc2s1
55	1	-5	-2	0.1	7	1	0	-10	-4	O=C(NNS(=O)(=O)c1ccc(Br)cc1)c1sccc1-n1cccc1
56	-1	-3	-4	3.5	7	2	13	0	-6	COC(=O)c1ccc(/C=C(/NC(=O)c2ccccc2)C(=O)N2CCOCC2)cc1
57	5	-1	-5	-2.6	-2	1	-6	4	12	Cc1cc(C)cc(NC(=O)CSc2nccn2Cc2ccco2)c1
58	-2	-4	-4	-2.9	3	0	12	-5	16	O=C1NC(NS(=O)(=O)c2ccc(Cl)cc2)(C(F)(F)F)C(=O)N1c1ccccc1 (stereo not given)
59	0	2	0	-0.5	-15	0	-4	-1	-19	COc1ccc(-c2nc(CS(=O)(=O)CC(=O)NCCc3ccc(C)cc3)c(C)o2)cc1
60	-4	-11	-1	0.9	10	17	9	4	-5	O=C(Nc1ccc2c(c1)OCCO2)NC1CCCCC1

# Compound activity: PubChem, several laboratories
